mcGAS RapidFire – mouse cGAS inhibition by mass spec | Q8C6L5 | recombinant mouse cGAS, cGAMP by RapidFire MS | inhibition, % at 12.5 µM | 0.18% of 130,000 active | AID 1259397;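 active = inhibition of cGAS enzyme activity at or above 60%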;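 note: enzyme stimulated by 45 bp dsDNA with ATP and GTP substrates; cGAMP share of summed cGAMP plus half ATP and half GTP signals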
Target sequence (Q8C6L5 whole entry, looked up): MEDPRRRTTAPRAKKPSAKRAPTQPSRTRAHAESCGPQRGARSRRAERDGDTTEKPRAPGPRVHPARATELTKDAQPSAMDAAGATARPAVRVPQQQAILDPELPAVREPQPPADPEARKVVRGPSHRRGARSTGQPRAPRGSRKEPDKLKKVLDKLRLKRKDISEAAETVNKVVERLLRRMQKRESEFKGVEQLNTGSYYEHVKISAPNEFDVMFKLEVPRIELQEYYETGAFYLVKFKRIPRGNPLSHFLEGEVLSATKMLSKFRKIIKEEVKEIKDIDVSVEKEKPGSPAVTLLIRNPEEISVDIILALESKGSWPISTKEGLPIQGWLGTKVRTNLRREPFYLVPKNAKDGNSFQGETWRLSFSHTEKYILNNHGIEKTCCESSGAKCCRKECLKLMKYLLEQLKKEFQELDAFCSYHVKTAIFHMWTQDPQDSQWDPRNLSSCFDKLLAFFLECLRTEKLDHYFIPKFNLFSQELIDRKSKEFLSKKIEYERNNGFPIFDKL
Active calls of the source: *; & = joins results of further samples. Some of the compounds tested, so the mix of outcomes need not match the whole.

A first look:
#	canonical_smiles	mcGAS RapidFire
1	CC(=O)Nc1ccc(S(=O)(=O)N(C)CC(=O)n2ccccc2=NC(C)C)cc1	-5.8
2	NC(=O)c1ccc(N2CCCCC2)c([N+](=O)[O-])c1	1.8
3	C/C=C(\C)CN1CCC(OCc2cccnc2)CC1	-16.6
4	CS(=O)(=O)NCC1CCN(C/C=C/c2ccc(F)cc2)C1 (centres undefined)	-7.9
5	Cc1ccn2c(C(=O)N(C)Cc3c(C)noc3C)c(C)nc2c1	-23.6
6	O=C(/C=C/c1ccccn1)N1CCC2(CCCN(CCc3ccccc3)C2)C1 (centres undefined)	-4.3

Main list, from the first entry:
#	canonical_smiles	mcGAS RapidFire
1	CC(=O)Nc1ccc(S(=O)(=O)N(C)CC(=O)n2ccccc2=NC(C)C)cc1	-5.8
2	NC(=O)c1ccc(N2CCCCC2)c([N+](=O)[O-])c1	1.8
3	C/C=C(\C)CN1CCC(OCc2cccnc2)CC1	-16.6
4	CS(=O)(=O)NCC1CCN(C/C=C/c2ccc(F)cc2)C1 (centres undefined)	-7.9
5	Cc1ccn2c(C(=O)N(C)Cc3c(C)noc3C)c(C)nc2c1	-23.6
6	O=C(/C=C/c1ccccn1)N1CCC2(CCCN(CCc3ccccc3)C2)C1 (centres undefined)	-4.3
7	CCn1nccc1NC(=O)C1(C)CCN1C(=O)C1(c2ccccc2)CC1 (centres undefined)	-17.2
8	Cc1nn2cc(CCCOC(=O)C3CCCN3C(=O)C(C)C)cnc2c1C (centres undefined)	-5.0
9	COC(=O)c1ccc(-c2ncc(-c3ccc(N(C)C)cc3)o2)cc1	1.8
10	O=C(CC1CSc2nccc(=O)n21)NCc1c(F)cccc1F (centres undefined)	-3.4
11	CC(C)c1nn(CN2CCN(Cc3ccccc3)CC2)c(=S)n1C1CC1	2.9
12	CCOC(=O)C(C#N)=CNc1sc2c(c1C(=O)OCC)CCC2	5.1
13	Cc1cc2c(cc1O)NC(=O)CC2c1ccc(CN(C)S(C)(=O)=O)o1 (centres undefined)	-15.2
14	FC(F)(F)c1ccnc(N2CCC3(CCNCC3)C2)c1	2.8
15	C[n+]1cccc(C(=O)NCCOC(=O)c2ccc(F)cc2)c1	-2.9
16	CN1CCN(NS(=O)(=O)c2ccc(Cl)s2)CC1	2.2
17	ClCc1nc2ccccc2n1C12CC3CC(CC(C3)C1)C2	-11.9
18	COc1ccc(CN2CCCn3cccc3C2c2ccc(F)cc2)cc1O (centres undefined)	-3.4
19	O=C(CSc1nnc(NCCc2cccs2)s1)NC1CCCC1	0.1
20	O=C(NCC1CCCN(C(=O)c2cccc(N3CCCC3=O)c2)C1)c1ccco1 (centres undefined)	5.2
21	Cc1noc(C)c1CC(=O)NNC(=O)Cc1cn2ccsc2n1	3.0
22	Cn1c(=O)n(Cc2c(F)cccc2Cl)c(=O)c2c1nc1n2CCN1Cc1ccco1	-5.2
23	Cc1csc(S(=O)(=O)N2CCOC(CCc3ccccc3)C2)c1 (centres undefined)	0.1
24	CCOc1ccccc1CNc1nnnn1CC	0.7
25	COc1ccc(OC)c(C2CCCN2C(=O)C2CCN(S(=O)(=O)c3ccc(F)c(F)c3)CC2)c1 (centres undefined)	10.3
26	CN(C)c1ncccc1C(=O)N1CCN(C2=NCC(C)(C)S2)CC1	-11.7
27	COCCN(Cc1ccccn1)CC1CCCN(C2Cc3ccccc3C2)C1 (centres undefined)	7.1
28	CCN(Cc1ccc(S(C)(=O)=O)cc1)CC1CCOCC1	-45.7
29	Cc1ccc(-c2csc(NC(=O)C3Cc4ccccc4C(=O)O3)n2)c(C)c1 (centres undefined)	8.2
30	O=C1CCCc2occ(C(=O)N3CCC4(CCCCC4)C3)c21	-2.2
31	Cc1cc(C)c(C(N)=O)c(Sc2ccc(F)c(Cl)c2)n1	7.9
32	C/C(=C/C(=O)N1CCCC(N2C(C)CCC2C)C1)C1CC1 (centres undefined)	-11.5
33	Cc1ccc(N(C)C(=O)N2CCN(C(=O)N(C)c3ccc(C)cc3)CC2)cc1	-14.4
34	c1coc(CN2CCC3(CC2)NCCc2[nH]cnc23)c1	-9.3
35	Cc1noc(C)c1COC(=O)C1CC(c2ccc(Cl)s2)=NO1 (centres undefined)	-9.4
36	O=C(CCCc1cccs1)N1CCN(CC(=O)N2CCc3ccccc32)CC1	-5.8
37	OC(Cn1ccnc1)c1ccccc1 (centres undefined)	-13.4
38	CSc1ncccc1C(=O)N(C)C(C)Cc1ccccn1 (centres undefined)	-17.2
39	CNC(=S)N1CCN(S(=O)(=O)c2ccc(F)c(F)c2F)CC1	-7.1
40	Cc1ccc2sc(NCCN3CCOCC3)nc2c1C	-3.9
41	Cc1ccc(NC(=O)CC(=O)N2CCCC3(CCNC3)C2)c(C)c1 (centres undefined)	-27.4
42	CNc1ccc2ncc(-c3ccc(CN(C)C)cc3)n2n1	-3.1
43	CC(C)c1ccc(C(NC(=O)C2CCOCC2)C(C)C)cc1 (centres undefined)	-12.0
44	CN1C(=O)C(CC(=O)NCc2cnn3ccccc23)N(C)C1=O (centres undefined)	-25.0
45	Cc1nc(COc2ccc(NC(=O)C(C)NC(=O)C3CCOCC3)cc2)no1 (centres undefined)	6.2
46	CC1Cc2ccccc2N1Sc1ccccc1[N+](=O)[O-] (centres undefined)	-7.0
47	Cc1cc(NC(=O)CN(CCC(C)C)C(=O)c2ccc(C)c([N+](=O)[O-])c2)no1	7.1
48	Nc1ccc2c(c1)C(=O)NC2=O	-5.9
49	Clc1cnn(CCc2nn3c(Cc4ccccc4)nnc3s2)c1	-6.3
50	COc1ccc(CNC(=O)N2CCC(n3cccc3)CC2)c(OC)c1	-14.8
51	COc1ccc(OC)c(N2CCN(C(=O)C3CCCC3)C(C)C2=O)c1 (centres undefined)	-8.8
52	CSc1ccc(N2CC(C(=O)NCC3CCN(c4ccccc4)C3)CC2=O)cc1 (centres undefined)	-5.2
53	N#CC1(c2ccccc2)CCC2(CC1)CC(C(=O)N1CCC(C(N)=O)CC1)=NO2 (centres undefined)	-1.9
54	CC/C(=C(/CC)c1ccc(O)cc1)c1ccc(O)cc1	0.7
55	CC1CCC(CCC(=O)Nc2ccnn2C(C)C2CC2)O1 (centres undefined)	-6.0
56	COc1cc([N+](=O)[O-])cc2c1NC(c1ccccc1)C1CC=CC21 (centres undefined)	0.2
57	O=C(Nc1cccc([N+](=O)[O-])c1)C1COc2ccccc2O1 (centres undefined)	-1.0
58	COCCCn1c(C)c(C)n2c3c(=O)n(CC(C)C)c(=O)n(C)c3nc12	-5.9
59	CN(C)N1C(=N)C(C#N)C(c2ccccc2Cl)C2=C1CC(c1ccccc1)CC2=O (centres undefined)	-8.7
60	Cc1nc2cccc(C)n2c(=O)c1NC(=O)c1ccc2c(c1)OCO2	-12.1

Some of these compounds in order of their number in mcGAS RapidFire, ascending.
#	canonical_smiles	mcGAS RapidFire
46	CC1Cc2ccccc2N1Sc1ccccc1[N+](=O)[O-] (centres undefined)	-7.0
56	COc1cc([N+](=O)[O-])cc2c1NC(c1ccccc1)C1CC=CC21 (centres undefined)	0.2
47	Cc1cc(NC(=O)CN(CCC(C)C)C(=O)c2ccc(C)c([N+](=O)[O-])c2)no1	7.1

Continuation.
#	canonical_smiles	mcGAS RapidFire
61	Cc1cc(N(C)C)nc(NCCNC(=O)Nc2ccc(F)c(Cl)c2)n1	-4.5
62	CC[C@H](C)[C@H](N)C(=O)N1CCC(Cn2cc(CN(C)C)nn2)CC1	5.0
63	Cc1cc(C(=O)NC(C)C(O)c2c(F)cccc2Cl)no1 (centres undefined)	-1.4
64	Cc1nn(C)c(C)c1C(=O)N1CCN(S(=O)(=O)c2ccc(Cl)c(Cl)c2)CC1	9.8
65	CCN(CCn1cccn1)Cc1nc(-c2cccs2)no1	0.4
66	O=C(CC1C=CCC1)Nc1nc(-c2ccc3c(c2)OCO3)cs1 (centres undefined)	-3.8
67	COc1ccc(CCC(=O)N2CCCC(CNC(=O)c3ccc(F)cc3)C2)cc1 (centres undefined)	-7.9
68	Cn1cc(C(=O)N2CCCC2)c2[nH]c(=O)n(-c3ccc(Cl)cc3)c(=O)c21	-29.1
69	COc1ccc(-c2ccc(SCc3ccncc3)nn2)cc1OC	-5.1
70	Cc1nn(C)cc1S(=O)(=O)NCCC1=CCCCC1	-2.5
71	c1nc(N2CCOCC2)sc1CN1CCn2cncc2C1	1.9
72	C=CCOc1cc(Br)c(C(=O)O)cc1OCC	-3.8
73	CCn1c(C2CCN(C(=O)CCSc3nnc(C)s3)CC2)n[nH]c1=O	-2.7
74	Cc1noc(C)c1C(=O)NCC1CCCCN1Cc1ccccc1 (centres undefined)	1.4
75	Cc1cccc(-n2cc(CN3CCN4CCN(C)CC4C3)cn2)c1 (centres undefined)	-24.9
76	COc1ccc(Cc2nnc(NC3CCCC3)[nH]c2=O)cc1	-2.2
77	COC(=O)c1cc2c(=O)n3cccc(C)c3nc2n(CCCn2ccnc2)c1=N	0.6
78	CN(CC(=O)NCc1ccc(Cl)cc1)Cc1nccn1C(F)F	4.1
79	CNC(=O)CN1CCN(c2cc(C)nc(C(C)C)n2)CC1	-2.2
80	CCCCNC(=O)C1(C)CCN1Cc1ccc(C(=O)OCC)cc1 (centres undefined)	-6.9
81	COCC1CCCCN1C(=O)c1cccc(OC2CCN(C(=O)C3CC3)CC2)c1 (centres undefined)	1.6
82	COc1cc(C2c3c(n[nH]c3-c3cccc([N+](=O)[O-])c3)OC(=N)C2C#N)cc(OC)c1OC (centres undefined)	-6.2
83	CCC(c1cccnc1)N(C)Cc1ccc(NC(C)=O)cc1 (centres undefined)	-10.1
84	O=C(CCn1cc(Br)cn1)N1CCN(C2C3CC4CC(C3)CC2C4)CC1 (centres undefined)	-6.6
85	COc1cc(C)c(C(C)NC(=O)NCCCn2cncn2)cc1OC (centres undefined)	-46.7
86	O=S(=O)(Nc1cc(-c2nnc3n2CCCCC3)ccc1F)c1cccc(C(F)(F)F)c1	-3.1
87	CC(=O)N1CCN(CCn2c(C)c3c(=O)n(-c4nc5ccccc5s4)[nH]c3cc2=O)CC1	-32.6
88	COc1ccc(-c2nc(CN3CCCC(c4nc5ccccc5o4)C3)c(C)o2)c(F)c1 (centres undefined)	-8.3
89	O=C(Nc1oc2ccccc2c(=O)c1-c1ccc2c(c1)OCO2)C1CCCCC1	3.3
90	N#Cc1ccc(NC(=O)CN2CCN(S(=O)(=O)c3ccc(Br)cc3)CC2)cc1	-2.9
91	COC(=O)CCCNC(=O)C1CCC(=O)N(CC2CCCCC2)C1 (centres undefined)	-9.8
92	Cc1ccc(CNC(=O)CC2CSc3nc4c(c(=O)n32)CCCC4)cc1 (centres undefined)	-7.2
93	CC(c1nccs1)N(C)C(=O)c1cc(-c2cccn2C)n[nH]1 (centres undefined)	-18.9
94	Cc1cc(C(F)(F)F)c2c(n1)sc1c(=O)[nH]c(=O)[nH]c12	1.1
95	Cc1cc(S(=O)(=O)NCc2ccco2)c(C)cc1Cl	-7.8
96	O=C(O)CNc1cccc(C(=O)NCCc2ccncc2)c1	0.0
97	COc1ccc(O)c(C=NN=Cc2cc(OC)ccc2O)c1	-5.5
98	CCOC(=O)C1CCN(C(c2ccc(SC)cc2)c2c(O)cc(C)n(CCOC)c2=O)CC1 (centres undefined)	-4.6
99	CC1Cc2nc(SCC(=O)Nc3ccc(OC(F)(F)F)cc3)n(C)c(=O)c2S1 (centres undefined)	-5.0
100	CC1CN(Cc2ccn(C)c(=O)c2)CCN1Cc1ccn(C)c(=O)c1 (centres undefined)	0.8
101	CCn1c(-c2ccncc2)nn(CN(C)Cc2ccccc2)c1=S	-1.1
102	CC(C)CCCC(C)NC(C)C (centres undefined)	1.1
103	CCOC(=O)C1(Cc2ccccc2)CCCN(C(=O)c2ccc3cc[nH]c3c2)C1 (centres undefined)	-10.8&-8.1
104	CSCC(=O)NC1CC(=O)N(CCc2cccc(Cl)c2)C1 (centres undefined)	-4.1
105	Cc1nc(-c2cccnc2)sc1-c1ccc(SCC(=O)Nc2ccc(Cl)cc2)nn1	-4.7
106	Cc1ccc(-c2cc(O)c3c(c2)CN(C(=O)COc2cccnc2)CCO3)cc1	-7.3
107	Cc1cccc(S(=O)(=O)NC(=O)C2(C)CCN2C(=O)c2c(C)noc2C)c1 (centres undefined)	-16.1
108	COc1ccc(CCN2CC(NC(=O)C3CCOCC3)CC2=O)cc1 (centres undefined)	-1.0
109	CC1(C)C(=O)NCCN1C(=O)Cc1csc(-c2cccs2)n1	-6.6
110	Cc1ccc2cc(CCNS(C)(=O)=O)c(=O)[nH]c2c1C	-5.6
111	COc1ccc(CC(=O)OCc2ccccn2)c(Cl)c1	-10.1
112	Cc1nc(CN2CCC=C(CNC(=O)C3CCCCC3)C2)cc(=O)[nH]1	-34.7
113	CCOC(=O)c1[nH]c(C)c(CCC(=O)O)c1C	-8.0&-4.8
114	CC(=O)Nc1ccc(Sc2cccc(F)c2C#N)cc1	-3.8&1.8
115	Cc1nc(C)n(Cc2cccc(NC(=O)NC(C)(CO)C3CC3)c2)n1 (centres undefined)	-12.4
116	CN1CCCC(C(=O)Nc2ccccc2C(=O)NCc2ccccn2)C1 (centres undefined)	-11.3
117	CC(=O)NC1=NC(=O)C(C)S1 (centres undefined)	-6.4
118	O=c1c(Cl)c(N2CCNCC2)cnn1C12CC3CC(CC(C3)C1)C2	-46.6
119	Fc1cccc(-n2nnc3c(N4CCNCC4)ncnc32)c1	-6.7
120	Cc1ccc(NC(=O)c2cccc(N3CCCC3=O)c2)cc1Cl	-3.6

Following part:
#	canonical_smiles	mcGAS RapidFire
121	CN(C)c1ccc(C(=O)OCC(=O)Nc2ncc(Br)s2)cc1	-1.0
122	CCN(Cc1nc(C)c(C(C)=O)s1)C(=O)OC(C)(C)C	-20.5
123	COc1ccc(C)cc1-n1cnnc1C(C)OC (centres undefined)	-15.5
124	COCCn1cc(NC(=O)N2CCN(C)CC2)c2ccccc21	-7.2
125	Cc1cc(N2CCC3(CC2)OCCO3)c2nncn2n1	-2.6
126	CCCc1nccn1Cc1nc(-c2ccc(OC)cc2)no1	3.3
127	Cc1cnc(NC(=O)C2(C)CCCN(C(C)C)C2)s1 (centres undefined)	-1.0

High-throughput results from PubChem.
